# TAAR1 agonist = human TAAR1 agonists, primary screen, Fluo-8 calcium fluorescence, CHO RD-HGA16 cells; vehicle wells 0%, saturating PEA agonist 100%; AID 624467, 2012; Trace amine-associated receptor 1 (Homo sapiens), Q96RJ0; activation, % at 3 µM; hit rate 0.99% among 360,000;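 active = activation above the mean activation of all test compounds in the run plus 3 SD, cut at about 38% in these data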
# Target sequence (Q96RJ0 whole entry, looked up): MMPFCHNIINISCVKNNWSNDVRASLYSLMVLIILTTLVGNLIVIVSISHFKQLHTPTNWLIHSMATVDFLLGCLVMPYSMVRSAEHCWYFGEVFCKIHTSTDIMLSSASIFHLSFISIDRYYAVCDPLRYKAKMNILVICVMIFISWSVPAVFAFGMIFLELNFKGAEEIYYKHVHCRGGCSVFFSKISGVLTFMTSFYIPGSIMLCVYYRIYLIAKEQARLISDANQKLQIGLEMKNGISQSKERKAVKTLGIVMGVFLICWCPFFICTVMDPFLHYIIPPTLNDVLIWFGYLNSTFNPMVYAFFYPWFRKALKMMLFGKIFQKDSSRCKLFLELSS
#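 System: CHO RD-HGA16 cells carrying human TAAR1 plus Gα16; Incubation: 17-24 h seeding, 75 min 37 °C dye, 30 min RT; Measured by: Fluo-8 fluorescence, 5 s baseline then 140 s kinetic read; Control set: DMSO and PEA EC100; Replication: single well for each compound.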
# CHO parental Ca = ATP-evoked calcium signal inhibitors, parental CHO, primary screen, counter-screen for OX1R antagonist project, cell-based, fluorescence, Fluo-8 calcium dye; parental CHO-K1, ATP-induced calcium, Fluo-8 fluorescence; inhibition, % at 5.6 µM; hit rate 0.63% among 330,000;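 active = inhibition above that plate's mean sample inhibition plus 3 SD, cut at about 26% in these data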;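 also: 0% = ATP-challenged DMSO wells and 100% = DMSO wells without ATP; some compounds past the cut are filed as inactive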
#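 Assay system: parental CHO cells; Read-out basis: percent inhibition of ATP-evoked calcium rise, normalized to controls; Benchmarks: ATP and no-ATP DMSO wells; Compound dosing: single nominal dose of 5.6 µM per compound; Signal: Fluo-8 calcium dye fluorescence; Also added: ATP as calcium-mobilizing challenge; Repeats: singlicate.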
# M1 ag = human M1 muscarinic receptor agonists, primary screen, Fluo-8 calcium fluorescence, CHO-K1 cells, HTS | Muscarinic acetylcholine receptor M1 (Homo sapiens), P11229 | CHO-K1 hM1, agonist mode; 0% DMSO, 100% acetylcholine EC100 | activation, % at 3 µM | hit rate 0.33% among 360,000 | AID 588814, 2011;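 active = activation above the run's mean compound activation plus 3 SD, cut at about 16% in these data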;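 also: peak over basal fluorescence ratio within a 140 s kinetic read after compound addition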
# Target sequence (P11229 whole entry, looked up): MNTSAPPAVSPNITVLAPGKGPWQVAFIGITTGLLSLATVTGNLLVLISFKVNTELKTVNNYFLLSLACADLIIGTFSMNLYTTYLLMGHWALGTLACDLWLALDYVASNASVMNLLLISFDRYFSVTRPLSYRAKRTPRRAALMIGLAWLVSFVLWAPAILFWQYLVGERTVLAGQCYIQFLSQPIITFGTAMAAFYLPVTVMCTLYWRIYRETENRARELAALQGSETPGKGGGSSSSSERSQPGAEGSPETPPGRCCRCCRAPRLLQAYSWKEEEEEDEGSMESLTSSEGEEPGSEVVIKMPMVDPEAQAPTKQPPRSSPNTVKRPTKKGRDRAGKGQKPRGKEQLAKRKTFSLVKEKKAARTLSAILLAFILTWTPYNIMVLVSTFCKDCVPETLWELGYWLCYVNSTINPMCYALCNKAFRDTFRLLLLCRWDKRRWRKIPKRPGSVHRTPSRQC
# M1 PAM parental = nonselective calcium activators in parental CHO-K1 cells, primary screen, counter-screen for M1 PAM project, cell-based, Fluo-8 calcium fluorescence, full deck, 1536-well | activation, % at 3 µM | hit rate 0.02% among 360,000 | ATP EC20; 0% at ATP EC20, 100% at ATP max;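 active = activation above the run cutoff, the mean activation of all test compounds plus 3 SD, cut at about 40% in these data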;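 also: peak over basal fluorescence ratio in a 140 s read after ATP addition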
# CHO-K1 Ca ag = counter-screen for M1 agonists: effect in parental CHO-K1 cells; activation, % at 3 µM; Fluo-8 calcium fluorescence; scaled to maximal ATP response, vehicle zero; AID 602248, 2012; hit rate 0.48% among 360,000; in the data active = activation above about 15%;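 also: untransfected CHO-K1 host cells lacking M1 receptor as counterscreen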
# TAAR1 antag = human TAAR1 antagonists, primary screen, Fluo-8 calcium fluorescence, CHO RD-HGA16 cells | AID 624466, 2012 | Trace amine-associated receptor 1 (Homo sapiens), Q96RJ0 | inhibition, % at 3 µM | hit rate 1.5% among 360,000 | antagonist;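 active = inhibition above a per-plate cutoff, the mean inhibition of test compounds on that plate plus 3 SD, cut at about 49% in these data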;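 also: 0% = DMSO plus EC80 beta-PEA response and 100% = DMSO alone without agonist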
#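 System: CHO RD-HGA16 cells bearing hTAAR1. Reagent: EC80 β-phenethylamine stimulus. Schedule: seeding 17-24 h prior, 75-min 37 °C, 30-min RT dye loading. Signal: Fluo-8 intracellular calcium dye fluorescence, real-time kinetic reads. Read-out: % inhibition from peak post-agonist over basal fluorescence ratio. Benchmarks: vehicle wells and EC80 agonist wells. Replicates: n of 1.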
# CHRM1 PAM = human M1 muscarinic receptor positive allosteric modulators, primary screen, CHO-K1 cells, Fluo-8 calcium fluorescence, 1536-well; activation, % at 3 µM; hit rate 0.088% among 360,000; Muscarinic acetylcholine receptor M1 (Homo sapiens), P11229; CHO-K1 hM1, ACh EC20; 0% = ACh EC20, 100% = maximal ACh; AID 588819, 2011; in the data active = activation above about 19%, passing the limit was not always enough
# CHRM1 antagonist = human M1 muscarinic receptor antagonists, primary screen, CHO-K1 cells, Fluo-8 calcium fluorescence, 1536-well | inhibition, % at 3 µM | Muscarinic acetylcholine receptor M1 (Homo sapiens), P11229 | hit rate 1.3% among 360,000 | CHO-K1 hM1, ACh EC80 antagonist;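 active = percent inhibition above its own plate's cutoff, namely the mean of that plate's compound wells plus 3 SD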;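 also: peak over basal fluorescence ratio during 140 s after agonist addition; 0% = ACh EC80 plus DMSO and 100% = DMSO alone without agonist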
# CHO-K1 Ca antag = M1 antagonist counterscreen hit in parental CHO-K1 cells. inhibition, % at 3 µM. ATP-induced calcium, Fluo-8 fluorescence. hit rate 0.6% among 360,000;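 active = inhibition above a per-plate cutoff, the plate's mean sample inhibition plus 3 SD, cut at about 24% in these data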;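 also: 0% = DMSO plus EC80 ATP and 100% = DMSO alone without ATP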
# * marks the source's active call; other numbers are inactive results; . = not tested or not shown.
SMILES,TAAR1 agonist,CHO parental Ca,M1 ag,M1 PAM parental,CHO-K1 Ca ag,TAAR1 antag,CHRM1 PAM,CHRM1 antagonist,CHO-K1 Ca antag
Cc1ccc(N=Cc2sccc2C)cc1C,3,-1,-2,13,0.5,-27,2,-1,0
CC(C)c1ccc(NC(=O)C2CC2c2ccccc2)cc1 (stereo not drawn),14,.,2,14,4.2,16,9,-19,-1
CCN(C(=O)COC(=O)/C=C/c1ccc(OC(F)F)c(OC)c1)C1CCS(=O)(=O)C1 (stereo not drawn),5,-7,-4,3,3.8,-5,3,0,-9
Cc1nnc(NC(=O)CSc2nnc(Cc3cccn3C)n2C)s1,2,1,2,18,0.8,-22,14,-3,-9
CC1C(=O)Nc2ccccc2N1C(=O)c1ccc(O)cc1 (stereo not drawn),11,-2,-3,7,2.1,-2,1,-7,-7
CCN(CC)CCN(C(=O)c1ccc(C(C)=O)cc1)c1nc2ccc(Cl)cc2s1,2,-8,-7,-9,0.6,-7,4,-6,9
CC(C)C(C)NC(=O)COc1ccc(-c2ccccc2)cc1 (stereo not drawn),2,7,-3,7,1.9,11,-2,0,0
Cc1[nH]c2ccccc2c1C(=O)CSc1nc2ccccc2c(=O)n1CCCN1CCOCC1,48*,8,1,15,6.7,71*,-10,24,1
COc1ccc(S(=O)(=O)N(C)CC(=O)N2CCN(C)CC2)cc1Cl,1,-5,-2,-12,1.0,-9,5,-9,8
CC(=O)NCCn1c(SCC(=O)NCc2ccco2)nc2ccccc2c1=O,7,10,1,18,-0.1,-1,6,-9,-2
CS(=O)(=O)N(C(=O)NC(=O)NC12CC3CC(CC(C3)C1)C2)C1CCCCC1,8,-4,-5,-19,0.0,-15,4,-2,12
C=CCN1C(=O)C2(OCCCO2)c2ccccc21,-1,-7,-2,0,-0.2,6,-1,-1,5
CC(Oc1ccccc1F)c1nnc(SCC(=O)Nc2ccc(N3CCOCC3)cc2)o1 (stereo not drawn),-1,10,0,7,0.3,3,4,-3,-4
O=C(Nc1ccc(-c2nc3cccnc3s2)cc1)c1ccc(Br)o1,5,.,5,-1,0.8,7,5,-6,0
Cc1ccccc1-n1c(SCC(=O)N/N=C/c2c(C)nn(-c3ccccc3)c2C)nc2ccccc2c1=O,8,-11,-4,21,2.3,37,-4,16,-4
COc1cccc2[nH]c3c(N4CCC(C)CC4)ncnc3c12,10,-20,-4,13,9.3,6,4,-6,-6
CNC(=O)c1oc(-c2ccccc2)nc1C,2,-4,0,17,0.7,13,6,-9,-10
CC(C)[C@H](NC(=O)N1CC(=O)Nc2ccccc21)C(=O)N1CCC[C@@H]1C(=O)O,2,-2,-1,1,-0.1,0,12,-20,16
O=C(N/C(=C/c1ccc(Br)cc1)c1nc2ccccc2[nH]1)c1ccco1,18,-3,1,8,0.8,-25,6,-11,-18
O=C(CSc1nnc(CCCN2C(=O)c3cccc4cccc(c34)C2=O)n1-c1ccccc1)N1CCCCC1,5,-24,-10,11,2.1,10,-11,7,-5

# The closing 2 compounds of the part before open the next one.
SMILES,TAAR1 agonist,CHO parental Ca,M1 ag,M1 PAM parental,CHO-K1 Ca ag,TAAR1 antag,CHRM1 PAM,CHRM1 antagonist,CHO-K1 Ca antag
O=C(N/C(=C/c1ccc(Br)cc1)c1nc2ccccc2[nH]1)c1ccco1,18,-3,1,8,0.8,-25,6,-11,-18
O=C(CSc1nnc(CCCN2C(=O)c3cccc4cccc(c34)C2=O)n1-c1ccccc1)N1CCCCC1,5,-24,-10,11,2.1,10,-11,7,-5
CC(C)(C)c1ccccc1NC(=O)Cn1cnc2cc([N+](=O)[O-])ccc2c1=O,2,-17,-2,-14,-0.1,14,-1,12,-6
Cc1cc(C(=O)Nc2ccccc2[N+](=O)[O-])cs1,1,-25,-5,9,0.3,-29,10,-15,-8
CN(C(=O)C1CCOC1)c1nnc(C2CCOC2)s1 (stereo not drawn),6,7,-1,11,0.0,2,1,0,-1
COc1ccc(NC(=O)CSc2nc3c(c(=O)n2-c2ccc(F)cc2)SCC3)cc1,-1,-18,2,19,0.5,-33,10,-13,-12
COCCSc1ccccc1C(=O)N1CCc2ccccc2C1,5,-14,-4,14,0.4,12,7,-1,-10
CSc1ccc(S(=O)(=O)NCC(=O)OCC(=O)N2CCC(C)CC2)cc1[N+](=O)[O-],8,-2,-1,-10,4.3,-5,1,-3,-9
Cc1ccc(O)c(CNc2cccc(C)n2)c1,4,.,-1,-13,-0.1,-20,2,-5,3
O=C(N/N=C/c1ccc(Cl)cc1)c1cc(-c2cccnc2)nc2ccccc12,8,-10,-4,-6,0.3,12,2,-11,-9
CC(=O)N1CCN(C(=O)COC(=O)c2ccc(S(C)(=O)=O)cc2)CC1,1,-3,0,5,0.6,-11,5,-5,-12
Cc1ccc2c(CN3CCC(C)CC3)cc(=O)oc2c1,-1,-16,-6,15,0.3,30,-5,9,-8
O=C(NC1CCN(Cc2ccccc2)CC1)c1ccccc1OCc1ccccc1,-2,-13,-10,9,2.2,-13,-17,15,-8
COC(=O)Nc1[nH]ncc1[N+](=O)[O-],0,2,-2,3,1.5,-29,7,-8,-20
O=C1/C(=C/c2cccs2)SC(=S)N1CC(=O)N1CCCCC1CCO (stereo not drawn),4,-13,-3,-11,3.6,-7,4,-7,-6
Cc1oc2c(c1C(=O)N1CCOCC1)C(=O)c1ccccc1C2=O,9,-8,-6,18,2.0,29,1,0,-3
O=C(OCCN1CCCC1)C1(c2ccccc2)CCCC1,1,.,-5,21,0.8,-13,-23,99*,-1
C[C@@]12CCC=C[C@H]1[C@H](c1ccccc1Br)N(Cc1ccccc1)C2=O,1,-24,-6,-6,0.0,-3,-7,0,-9
O=C(Nc1cc(Cl)cc(Cl)c1)c1ccc(Cn2c(=O)[nH]c3ccsc3c2=O)cc1,.,-12,0,18,2.8,.,-2,2,-8
COc1cc(C(=O)NC(C)C2CC3CCC2C3)ccc1OC(F)F (stereo not drawn),3,-25,0,-25,-1.1,-11,11,-3,9
COCCNc1nc2c(c(=O)n(Cc3ccccc3F)c(=O)n2C)n1C,1,-5,0,9,0.5,-15,15,-24,-10
COc1ccc(C(=O)Nc2ccc(Nc3ccccc3)cc2)cc1Br,4,-4,-4,17,2.9,25,5,-7,-12
CC(=O)Cn1c(=O)c2c(nc3n2CCCN3Cc2ccccc2)n(C)c1=O,2,-4,-2,-11,0.6,-21,0,-1,-8
C[C@@H]1CN([C@@H](C)CO)C(=O)c2cc(C#CCN(C)C)cnc2O[C@H]1CN(C)Cc1ccc2c(c1)OCO2,0,.,-11,2,-0.2,2,-30,62*,-5
Fc1ccc(Nc2nc(NCc3ccco3)c3ccccc3n2)cc1,70*,9,-5,-19,7.7,43,-14,28,11
COc1ccc(NC(=O)CC2Oc3ccccc3NC2=O)c(OC)c1 (stereo not drawn),-1,-3,-3,4,1.1,7,3,-3,-9
O=[N+]([O-])c1ccccc1/C=C/C=N/N1CCCCC1,17,-18,5,1,-0.1,-9,11,-5,-3
Cc1ccc(NC(=O)COc2coc(CN3CCc4ccccc4C3)cc2=O)cc1Cl,6,-14,-4,2,0.0,-7,0,-2,-4
CNC(=S)N/N=C/c1ccc(-c2cc([N+](=O)[O-])ccc2Cl)o1,2,-19,0,-17,-0.3,21,10,-1,21
COC(=O)[C@@]1(Cc2ccc(OC)cc2)[C@H]2c3cc(C(=O)N4CCCC4)n(CCc4c[nH]c5ccccc45)c3C[C@H]2CN1C(=O)c1ccccc1,5,.,.,17,1.6,0,.,.,-21
COC(=O)CCN(C(=O)c1cc(OC)c(OC)c(OC)c1)c1ccccn1,2,-2,-1,0,0.2,-6,0,-3,-6
CCOc1ccc(C2Nc3ccccc3NC3=C2C(=O)CC(C)(C)C3)cc1OC (stereo not drawn),2,-10,2,15,0.4,6,0,-7,-5
O=C(NC(Cc1c[nH]c2ccccc12)C(=O)N1CCOCC1)c1cccs1 (stereo not drawn),13,-18,1,16,0.8,12,9,-8,-3
COc1ccc(NC(=O)c2cc([N+](=O)[O-])ccc2N2CCCC2)cc1,1,-15,-10,-10,0.1,3,6,-3,3
CC(C)C(NS(=O)(=O)/C=C/c1ccccc1)C(=O)NCc1ccc(F)cc1 (stereo not drawn),-1,-17,-5,-18,1.1,-6,-5,-2,-15
O=C(Nc1ccccc1)SC1CCCCC1,6,.,-6,11,-0.2,-24,-2,0,0
COc1cc(C=Nc2c(C)cc(C)cc2C)ccc1OC(C)=O,11,0,-4,12,0.7,9,10,-8,0

# Filtered by structure, those above containing a nitro group on carbon (7)
SMILES,TAAR1 agonist,CHO parental Ca,M1 ag,M1 PAM parental,CHO-K1 Ca ag,TAAR1 antag,CHRM1 PAM,CHRM1 antagonist,CHO-K1 Ca antag
CC(C)(C)c1ccccc1NC(=O)Cn1cnc2cc([N+](=O)[O-])ccc2c1=O,2,-17,-2,-14,-0.1,14,-1,12,-6
Cc1cc(C(=O)Nc2ccccc2[N+](=O)[O-])cs1,1,-25,-5,9,0.3,-29,10,-15,-8
CSc1ccc(S(=O)(=O)NCC(=O)OCC(=O)N2CCC(C)CC2)cc1[N+](=O)[O-],8,-2,-1,-10,4.3,-5,1,-3,-9
COC(=O)Nc1[nH]ncc1[N+](=O)[O-],0,2,-2,3,1.5,-29,7,-8,-20
O=[N+]([O-])c1ccccc1/C=C/C=N/N1CCCCC1,17,-18,5,1,-0.1,-9,11,-5,-3
CNC(=S)N/N=C/c1ccc(-c2cc([N+](=O)[O-])ccc2Cl)o1,2,-19,0,-17,-0.3,21,10,-1,21
COc1ccc(NC(=O)c2cc([N+](=O)[O-])ccc2N2CCCC2)cc1,1,-15,-10,-10,0.1,3,6,-3,3
